D1 ag = agonists of human D1 dopamine receptor; P21728; HEK293 T-REx D1 cells, calcium flux, agonist mode; activation, % at 2 µM; actives 1% (n = 360,000); in the data active means activation above about 30%; further: 0% is about no effect
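Agonism was scored from calcium flux recorded over 180 s (1 read/s) after pintool compound addition, following a 10-cycle baseline. Cells were inducible force-coupled HEK293 TREx D1, plated overnight at 30 C and loaded with no-wash calcium dye.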
RXFP1 antag = blocks the human relaxin receptor RXFP1; actives 0.59% (n = 350,000); Q9HBX9; activity change, negative = inhibition, % at 57.5 µM; HEK293-RXFP1, relaxin-stimulated cAMP HTRF, 30 min; active compounds read low;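 active means activity change of -60% or lower, but not beyond a set lower limit; inconclusive means change between -60% and -40%, or beyond the set limit; inactive means change above -40%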; further: on the % scale 0 is the no-effect control and ±100 the full control effect
Vif-A3G inh = Vif-A3G binding inhibition | Q9HC16 | HeLa A3G-eYFP + Vif (tagged APOBEC3G with the HIV-1 protein that degrades it), YFP fluorescence, overnight | Potency, µM (doses to about 46.1 µM), without a hit: at the top dose activity, negative = active, usual class: inhibitors | actives 0.076% (n = 410,000);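 further: potency means the concentration at half of the fitted maximal effect; on the % scale 0 is the no-effect control and ±100 the full control effect; nearly all actives have a fitted effect of over 60% in size; hits raise eYFP signal because A3G escapes Vif-driven loss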
Target sequence (Q9HC16 whole entry, looked up): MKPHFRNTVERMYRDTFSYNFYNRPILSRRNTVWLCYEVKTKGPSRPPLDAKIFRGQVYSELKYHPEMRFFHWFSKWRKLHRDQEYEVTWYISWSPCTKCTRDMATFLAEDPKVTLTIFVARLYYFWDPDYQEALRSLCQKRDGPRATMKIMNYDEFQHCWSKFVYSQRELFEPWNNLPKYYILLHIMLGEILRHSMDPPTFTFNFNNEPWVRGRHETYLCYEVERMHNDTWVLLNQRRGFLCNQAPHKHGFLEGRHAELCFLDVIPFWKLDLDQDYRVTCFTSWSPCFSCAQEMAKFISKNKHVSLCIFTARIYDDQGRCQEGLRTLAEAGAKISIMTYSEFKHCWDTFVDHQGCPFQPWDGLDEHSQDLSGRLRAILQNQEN
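HeLa cells stably expressing Vif and C-terminally eYFP-tagged A3G, seeded overnight at 37 deg C, then exposed to compound by pintool overnight at 37 deg C. Rise in yellow fluorescence (Ex 488/Em 500-530, Acumen) marks blocked Vif-driven A3G degradation.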
D1 PAM = enhances dopamine response at the human D1 receptor; P21728; actives 0.036% (n = 360,000); HEK293 TREx D1 cells, calcium flux, dopamine EC20 potentiation; potentiation, % at 10 µM; in the data active means potentiation above about 30%; further: 0% is about no effect
D1 antag = human D1 dopamine receptor antagonism. P21728. HEK293 TREx D1 cells, calcium flux, dopamine EC80; active compounds read low. activity change, negative = inhibition, % at 10 µM. actives 3.2% (n = 360,000). AID 504652; in the data active means activity change below about -30%; further: on the % scale 0 is the no-effect control and ±100 the full control effect
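Kinetic fluorescence of a calcium dye serves as the read-out. D1-expressing Hek293 Trex cells, induced overnight at 30 C, are exposed to compound for 180 s before an EC80 dopamine addition, then read 180 s further.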
Glioma ERSR ind = inducers of ER stress response in human glioma cells; U87-MG GRP78 promoter luciferase reporter, 16 h; Potency, µM, inactives show at the highest dose activation, most hits filed as activators; actives 0.02% (n = 420,000); further: potency means the concentration at half of the fitted maximal effect; series mostly up to about 76 µM; % of control where 0% means no effect; nearly all actives have a fitted effect of over 35% in size
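Stably transfected U87-MG glioma cells carrying a GRP78-based luciferase sensor; 16 h compound incubation. Luminescence end-point read 10 min after Bright-Glo addition at room temperature.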
D2 PAM = positively modulates the human D2 dopamine receptor allosterically; P14416; HEK293 T-REx D2, calcium flux, EC20 dopamine potentiation; potentiation, % at 10 µM; actives 0.34% (n = 340,000); AID 485347;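 active means potentiation over 3 SD above the plate norm, cut at about 30% in these data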; further: 0% is about no effect
Target sequence (P14416 whole entry, looked up): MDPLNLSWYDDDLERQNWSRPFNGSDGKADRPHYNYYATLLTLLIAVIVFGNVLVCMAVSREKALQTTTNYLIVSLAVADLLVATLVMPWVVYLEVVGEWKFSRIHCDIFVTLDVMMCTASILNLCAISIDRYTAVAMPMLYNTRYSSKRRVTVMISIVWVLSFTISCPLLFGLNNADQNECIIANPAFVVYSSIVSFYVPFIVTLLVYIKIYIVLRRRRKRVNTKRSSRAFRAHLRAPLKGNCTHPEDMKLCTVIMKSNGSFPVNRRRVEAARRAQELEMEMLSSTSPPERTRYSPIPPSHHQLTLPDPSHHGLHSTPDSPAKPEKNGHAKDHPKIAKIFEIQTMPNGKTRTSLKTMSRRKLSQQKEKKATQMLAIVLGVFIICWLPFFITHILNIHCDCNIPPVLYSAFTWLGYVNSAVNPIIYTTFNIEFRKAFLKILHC
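Using a no-wash calcium dye in inducible, force-coupled HEK293 Trex cells expressing D2, we tracked fluorescence each second for 180 s after compound, then for 180 s after EC20 dopamine to detect augmented signalling.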
RXFP1 ag = activates the human relaxin receptor RXFP1; Q9HBX9; HEK293T-RXFP1 cAMP TR-FRET, 30 min; response scale: percent of porcine relaxin response, buffer zero; Potency, µM (doses to about 57.5 µM), without a hit: at the top dose activation, usual class: activators; actives 0.3% (n = 370,000); AID 2676; further: potency means the concentration at half of the fitted maximal effect; on the % scale 0 is the no-effect control and ±100 the full control effect; nearly all actives have a fitted effect of over 60% in size; many of its hits are not listed in these tables
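HEK293 cells stably expressing RXFP1, treated 30 min at 37C with compounds plus PDE4 inhibitor Ro 20174; cAMP measured by HTRF TR-FRET. Normalized to buffer and 29 nM porcine relaxin; EC50 by Hill fit.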
Vif-A3F inh = blocks the Vif interaction with APOBEC3F; Potency, µM (doses to about 46.1 µM), without a hit: top-dose activity, negative = active; HeLa A3F-eYFP + Vif (tagged APOBEC3F with the HIV-1 protein that degrades it), YFP fluorescence increase; actives 0.2% (n = 390,000); AID 602313; further: potency means the concentration at half of the fitted maximal effect; % of control where 0% means no effect; nearly all actives have a fitted effect of over 65% in size
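HeLa cells stably expressing A3F-eYFP plus Vif, plated and incubated overnight at 37 deg C, then exposed to compounds overnight at 37 deg C. Blocked degradation read as raised yellow fluorescence (Ex 488/Em 500-530).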
The depositor's hits bear a star; ? = inconclusive; . = no result given. Unless noted, the call rests on the fitted dose curve; in most records, active means well fitted curve in the direction sought with a large enough effect; inconclusive means small, poorly fitted or top-dose-only effect, or another doubt; inactive means no such curve, though single readings can be large; an effect the other way counts as inactive or inconclusive.

item	SMILES	D1 PAM	Vif-A3F inh	D2 PAM	Vif-A3G inh	D1 antag	Glioma ERSR ind	RXFP1 ag	D1 ag	RXFP1 antag
1	Cn1ccnc1SCC(=O)Nc1cc(Cl)ccc1Cl	-4	4%	-6	1%	12	16%	-0.5%	0	.
2	CCCCNCCOCCSc1ccc(Cl)cc1	-6	0%	-8	2%	-8	-4%	0.0%	17	-3
3	CCCCN(C)CCCNC(=O)c1cn(C)c2ccc(S(=O)(=O)N(C)C3CCCCC3)cc2c1=O	1	8%	7	3%	-3	6%	2.3%	1	3
4	CCOP(=O)(c1ccccc1)C(O)c1ccc(Br)cc1 (stereo not drawn)	6	5%	12	0%	4	-4%	2.6%	1	-10
5	CCOC(=O)c1sc(Nc2nc3c(OC)cccc3s2)cc1C	1	-8%	16	-6%	-1	-5%	1.3%	2	-15
6	Cc1ccc2c(c1)N(CC(=O)OC(CC(C)C)C(=O)NC1CCCC1)C(=O)CO2 (stereo not drawn)	6	-9%	11	-2%	15	0%	0.1%	20	1
7	COc1ccc(N2CCN(C(=O)CN(C)S(=O)(=O)c3cc(C)ccc3OC)CC2)cc1	10	-2%	2	4%	8	-1%	-0.3%	7	-5
8	COc1cc(C2=NOC(C(=O)Nc3c(C)n(C)n(-c4ccccc4)c3=O)C2)cc(OC)c1OC (stereo not drawn)	-5	-8%	1	-7%	0	-1%	-2.7%	3	0
9	COc1ccc(C(=O)N2N=C(c3cccc(NS(C)(=O)=O)c3)CC2c2cccs2)cc1 (stereo not drawn)	0	2%	13	-2%	-20	-1%	5.2%	4	-6
10	Cc1ccc(C(=O)NC(NC(=O)c2ccc(C)cc2)c2cccc([N+](=O)[O-])c2)cc1	0	-7%	-23	-1%	-17	0%	0.0%	1	0
11	CC(=O)COc1cc2c(-c3cc4ccccc4o3)cc(=O)oc2cc1C	11	-4%	-4	2%	-14	-4%	1.5%	3	34
12	c1ccc(CSc2ccc(-c3cccnc3)nn2)nc1	-1	9%	-5	2%	-4	7%	-3.2%	-1	-9
13	COc1ccccc1N1CCN(S(=O)(=O)CCNC(=O)Cc2ccc(Cl)cc2)CC1	0	1%	-6	-1%	-24	-1%	2.8%	3	-4
14	OCCCNc1ncnc2c1[nH]c1ccccc12	4	-19%	11	0%	6	-2%	0.6%	3	-13
15	COC(CNC(=O)c1ccc(CS(=O)(=O)c2ccc(Br)cc2)o1)OC	0	0%	6	2%	-17	0%	8.1%	16	5
16	Cn1nc(C(F)(F)F)c2cc(C(=O)O)sc21	-2	3%	-2	-4%	-25	-2%	0.6%	3	0
17	Cc1cc(Nc2ccc(F)c(Cl)c2)n2nc(C)nc2n1	-3	2%	2	1%	38	-6%	1.9%	-2	-12
18	CC1CCN(c2c(NCc3ccc(C(=O)N4CCN(C5CCCCC5)CC4)cc3)c(=O)c2=O)CC1	-2	-3%	-12	2%	19	-3%	-1.0%	-1	.
19	O=C(COc1ccccc1F)Nc1nnc(SCc2cc(=O)c3ccccc3[nH]2)s1	-2	3%	.	-3%	-7	-2%	4.1%	0	4
20	Cc1sc2ncnc(NCC(O)c3ccc([N+](=O)[O-])cc3)c2c1C (stereo not drawn)	-8	1%	.	-2%	-14	-1%	5.5%	7	-4
21	COc1cc(NC(=O)c2ccc(C(=O)c3ccccc3)cc2)cc(OC)c1OC	-1	-7%	2	0%	9	-3%	0.2%	4	-22
22	Cc1cc(C)cc(NC(=S)N2CCC(c3nc4ccccc4s3)CC2)c1	2	-3%	-2	4%	-7	-4%	-0.6%	0	3
23	COc1cc(N)ccc1C(=O)O	-2	8%	10	1%	-19	-5%	1.7%	1	11
24	CCN(Cc1ccccc1)c1nc2c(S(=O)(=O)c3ccccc3)nnn2c2ccc(Cl)cc12	1	-9%	5	-3%	2	-5%	5.1%	3	-3

One compound at a time, as listed above. Values in the order: D1 PAM | Vif-A3F inh | D2 PAM | Vif-A3G inh | D1 antag | Glioma ERSR ind | RXFP1 ag | D1 ag | RXFP1 antag
Shown for COc1ccccc1N1CCN(S(=O)(=O)CCNC(=O)Cc2ccc(Cl)cc2)CC1 = 0 | 1% | -6 | -1% | -24 | -1% | 2.8% | 3 | -4
Shown for Cn1nc(C(F)(F)F)c2cc(C(=O)O)sc21 = -2 | 3% | -2 | -4% | -25 | -2% | 0.6% | 3 | 0
Shown for Cc1cc(C)cc(NC(=S)N2CCC(c3nc4ccccc4s3)CC2)c1 = 2 | -3% | -2 | 4% | -7 | -4% | -0.6% | 0 | 3
Shown for CC1CCN(c2c(NCc3ccc(C(=O)N4CCN(C5CCCCC5)CC4)cc3)c(=O)c2=O)CC1 = -2 | -3% | -12 | 2% | 19 | -3% | -1.0% | -1 | .

More results
item	SMILES	D1 PAM	Vif-A3F inh	D2 PAM	Vif-A3G inh	D1 antag	Glioma ERSR ind	RXFP1 ag	D1 ag	RXFP1 antag
25	CCCNC(=O)Nc1ccsc1C(=O)OC	0	6%	1	-6%	2	-3%	-1.4%	3	-3
26	O=C(Nc1ccc(F)cc1)c1cccnc1N1CCOCC1	-5	2%	-6	-1%	-1	-5%	-0.2%	1	-8
27	CC(NCCN(C)C)C1CCC2C3CCc4cc(O)ccc4C3CCC12C (stereo not drawn)	.	?	.	-28%	.	-3%	.	.	-15
28	Cc1nnc(NC(=O)c2ccccc2F)s1	-6	2%	-3	-1%	-4	4%	-1.1%	4	16
29	O=[N+]([O-])c1ccccc1OCCOc1ccccc1[N+](=O)[O-]	-2	5%	.	0%	3	0%	0.1%	0	11
30	COc1ccc(C(=O)Nc2nnc(SCc3cc(=O)c4cccc(F)c4[nH]3)s2)cc1	2	-2%	9	2%	-4	0%	0.0%	0	1
31	Cc1ccc(C)c(CN2C(=O)c3ccccc3Sc3ccc(C(=O)NCc4cccs4)cc32)c1	0	-2%	12	7%	13	-1%	-0.4%	0	-19
32	Nc1nc2n(n1)C(c1ccco1)CC(c1ccc(F)cc1)N2 (stereo not drawn)	2	1%	5	-2%	3	0%	-0.1%	2	2
33	CCc1nccn1CCC(=O)N1CCCC(N2CCN(c3ccccc3F)CC2)C1 (stereo not drawn)	-3	-10%	-11	0%	-23	1%	0.1%	6	1
34	O=C(N/N=C/c1ccccc1C(F)(F)F)c1ccc2nc[nH]c2c1	6	-5%	-3	1%	-1	14%	-1.4%	1	5
35	Cc1ccc(CNC(=O)c2cc3c(=O)oc4ccc(C)cc4c3s2)cc1	-3	-7%	0	1%	-1	-2%	11%	2	.
36	c1cnc(Sc2ccc3nnnn3n2)nc1	0	-5%	-3	-3%	4	-1%	4.2%	3	1
37	Cc1ccc(NC(=O)C2CCN(S(=O)(=O)c3ccccc3)CC2)cc1	-4	?	.	-6%	-25	4%	-0.6%	3	-2
38	Cc1ccc(OCCSc2nc3ccccc3n2CC(=O)N2CCOCC2)cc1	-4	-1%	7	-3%	-20	1%	-2.1%	19	.
39	COc1ccc(/C=C/C(=O)C2CC2)cc1COc1c(C)cccc1C	0	?	.	-6%	2	-3%	-1.5%	11	-8
40	O=C(O)c1cc2ncc(CCO)cn2n1	-4	6%	4	4%	18	-3%	0.9%	-2	3
41	O=C(Nc1nc(-c2ccccn2)cs1)C12CC3CC(CC(O)(C3)C1)C2	-10	-4%	-1	-6%	25	-2%	0.0%	2	-4
42	Cc1cccc(NC(=O)Cn2cc(C=O)c3ccccc32)c1	-4	-5%	-12	2%	-8	10%	3.0%	26	-1
43	O=C(CCN1C(=O)CSC1=O)Nc1ccc(Br)cc1	-5	-1%	-2	0%	-10	-6%	0.8%	0	2
44	Cc1c(CNCCCc2ccccc2)c(C(=O)O)c(C)n1Cc1ccccc1	-6	0%	3	-1%	18	-3%	1.0%	2	-7
45	COc1ccc(/C=C/C(=O)NC(=S)Nc2ccc(S(=O)(=O)Nc3nccnc3OC)cc2)cc1	-1	-2%	17	-6%	7	3%	-0.6%	0	-1
46	CCOc1ccc(S(=O)(=O)Nc2ncn[nH]2)cc1	.	1%	-5	0%	-16	-1%	0.3%	4	6
47	COC(=O)c1ccc(/C=N/NC(=O)C2CC(=O)N(c3ccc(F)cc3)C2)cc1 (stereo not drawn)	-1	3%	0	0%	20	-2%	1.2%	1	1
48	CCOC(=O)C1C(c2cccnc2)NC(=O)NC1(O)C(F)(F)F (stereo not drawn)	2	9%	-7	1%	16	-4%	6.0%	-3	-9
49	O=C(Nc1ccc2c(c1)OCO2)C(c1ccccc1)N1CCCCC1 (stereo not drawn)	-8	0%	-13	0%	-26	-5%	-0.1%	0	.
50	Cc1ccc(C(=O)Nn2cnnc2)cc1S(=O)(=O)N1CCOCC1	1	-3%	2	-1%	1	1%	10%	2	-16
51	CCOc1cc(C(=O)Nc2cc(F)ccc2C)ccc1OCC(=O)N1CCOCC1	-4	-1%	2	3%	14	1%	1.0%	0	1
52	COc1ccccc1CC(=O)N1CCOCC1	7	1%	-6	-1%	4	-1%	-3.0%	0	1
53	Cc1cccc(CSc2ncc(Cl)c(C(=O)Nc3nnc(C)s3)n2)c1	0	?	6	-4%	7	0%	1.0%	-1	.
54	O=C(COC(=O)Cc1ccc(Br)cc1)NC12CC3CC(CC(C3)C1)C2	6	-5%	1	-13%	2	-2%	1.4%	3	-9
55	Cc1cccc(N2CCn3c2nc2c3c(=O)n(CCCc3ccccc3)c(=O)n2C)c1	-2	3%	1	4%	-8	-2%	-0.7%	-1	5
56	COc1ccc(CN2CCNC(=O)C2CC(=O)N(Cc2nccn2C)C(C)C)c(OC)c1 (stereo not drawn)	3	-19%	1	3%	0	3%	-1.7%	8	-18
57	COc1cc(OC)cc(-c2nnc(SCc3cccc(C(=O)O)c3)o2)c1	2	-1%	-5	0%	3	-9%	1.9%	3	6
58	O=C(N=Nc1c(O)[nH]c2ccccc12)c1ccccc1NS(=O)(=O)c1cccs1	-2	1%	-11	-5%	-1	1%	0.7%	1	-14
59	CNc1ccccc1NC(=O)CCn1c(=S)oc2ccccc21	1	2%	4	1%	1	-2%	-2.0%	2	18
60	Cc1oc(C(C)(C)C)cc1C(=O)NCc1ccc2c(c1)OCO2	-6	0%	-6	-7%	3	-4%	3.2%	13	-32
61	COc1ccc(NS(=O)(=O)c2cccc(C(=O)NC3CCN(Cc4ccccc4)CC3)c2)cc1	0	-9%	-8	-10%	-33*	-4%	5.4%	2	-3

Bioassay records deposited in PubChem BioAssay by National Center for Advancing Translational Sciences (NCATS).

These rows are one share of the data; the hit share may differ from the screen's.
